Mtb RmlCD inh: inhibitors of Mycobacterium tuberculosis RmlC and RmlD coupled enzymes | RmlC+RmlD coupled enzyme assay, percent inhibition; primary screen in compound mixtures | inhibition, % at 3.6 µM | actives 0.03% (n = 160,000) | P9WH09+P9WH11; in the data active means inhibition mostly above about 34%, no sharp cut-off; further: some results filed as inactive read as strong as hits
Target sequence (P9WH09 whole entry, looked up): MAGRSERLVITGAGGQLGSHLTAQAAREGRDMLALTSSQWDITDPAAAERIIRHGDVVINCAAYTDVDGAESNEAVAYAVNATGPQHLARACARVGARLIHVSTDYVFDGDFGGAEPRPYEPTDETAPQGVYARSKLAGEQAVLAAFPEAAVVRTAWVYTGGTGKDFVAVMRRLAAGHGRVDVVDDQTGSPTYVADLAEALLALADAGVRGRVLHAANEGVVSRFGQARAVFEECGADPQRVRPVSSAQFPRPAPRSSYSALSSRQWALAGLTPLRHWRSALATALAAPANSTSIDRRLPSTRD
Target sequence (P9WH11 whole entry, looked up): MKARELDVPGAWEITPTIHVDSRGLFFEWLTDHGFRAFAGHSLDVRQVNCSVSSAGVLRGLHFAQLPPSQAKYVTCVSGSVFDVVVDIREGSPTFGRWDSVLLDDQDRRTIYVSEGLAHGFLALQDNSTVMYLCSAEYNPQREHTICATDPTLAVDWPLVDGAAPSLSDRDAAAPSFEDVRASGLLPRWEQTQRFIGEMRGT
M. tuberculosis GlmU: inhibition of mycobacterial GlmU enzyme – biochemical, glucosamine-1-phosphate acetyltransferase (AID 1376). M. tuberculosis GlmU acetyltransferase enzyme assay; higher % means a stronger effect. inhibition, %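 (tested at 30 µM in the primary screen)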; hits with a dose series show IC50 in µM. actives 0.25% (n = 220,000); in the data active means inhibition above about 13%;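 further: 0% = complete reaction with vehicle and 100% = reaction without substrate; strong numbers were not always called active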
Starred values were filed as active, the others as inactive; nt = no result given; & = joins results of further samples.

no.	SMILES	Mtb RmlCD inh	M. tuberculosis GlmU
1	CN1CCC(N(C)C(=O)Cc2ccccc2[N+](=O)[O-])CC1	nt	3.5%
2	CC(=O)OC(Cn1ccnc1)c1ccccc1 (centres undefined)	9	-6.6%
3	COc1ccc(NC(=O)c2cc(S(=O)(=O)N(Cc3ccccc3)c3ccccc3)ccc2Cl)cn1	9	2.6%
4	CCCNCC(O)COc1ccccc1C(=O)CCc1ccccc1 (centres undefined)	nt	-2.8%
5	COc1ccc(NC(=O)CSc2n[nH]c(N)n2)cc1OC	13	5.5%
6	Cc1ccc(S(=O)(=O)N(C)C)cc1NC(=S)NCCc1ccccn1	13	-1.6%
7	CCOc1ccc(/C=C2/C(=O)N(c3ccc(OC)cc3)C(=S)N2CC(=O)OC)cc1OCC	nt	-3.6%
8	CCCc1nnc(SCC(=O)N2CCCCC2C)n1CC1CCCO1 (centres undefined)	-2	0.4%
9	O=C(COc1cc(Cl)ccc1Cl)Nc1ccc2c(c1)CCC2	3	-3.8%
10	COc1ccc2c(c1)C(C)(CCN)C(=O)N2C (centres undefined)	nt	0.6%
11	COc1ccc(NC(=O)Nc2ccccc2C)c(OC)c1	20	7.7%
12	CO/N=C(/C)CCS(=O)(=O)c1ccccc1	-6	-0.4%
13	COC(=O)Nc1sc2c(c1C(N)=O)CCC(C)C2 (centres undefined)	-4	-2.2%
14	C=CC#CC1(O)CC(C)[N+](C)(C)CC1C (centres undefined)	2	-0.6%
15	Cc1ccc(C(=O)Cn2nnc(-c3cccs3)n2)cc1	nt	0.5%
16	CCc1nnc(NC(=O)CSc2nc3[nH]ncc3c(=O)[nH]2)s1	nt	-7.7%
17	COc1cccc(C(=O)N(Cc2ccc3c(c2)OCO3)Cc2nc3ccccc3c(=O)[nH]2)c1	nt	-3.7%
18	O=C(NCC1CCCO1)Nc1cccc(Cl)c1 (centres undefined)	-5	-4.7%
19	CCC1=Nc2cc(C(=O)NCCCOC(C)C)ccc2Sc2ccccc21	36	2.1%
20	CC(Oc1ccccc1)C(=O)Nc1ccc(C(N)=O)cc1 (centres undefined)	nt	1.0%
21	CCOc1ccccc1-n1nnnc1SC(C)C(=O)OC (centres undefined)	11	-0.5%
22	CCN(c1ccccc1)S(=O)(=O)c1ccc(C(C(=O)OC)C(=O)OC)c([N+](=O)[O-])c1	5	-1.7%
23	O=C1C(Br)=Cc2cccc3cccc1c23	nt	3.1%
24	CN1CCN(CCCN2c3ccccc3Sc3ccc(Cl)cc32)CC1	6	-4.7%&-11%
25	Cc1ccc(C(=O)Nn2c(N)c(S(=O)(=O)c3ccc(C)cc3)c3nc4ccccc4nc32)cc1	28	-2.4%
26	COc1ccc(C(OC(=O)c2ccco2)C(=O)NC2CCCCC2)cc1OC (centres undefined)	nt	5.5%
27	O=C(CS(=O)(=O)Cc1ccccc1)N1CCc2ccccc21	nt	3.8%
28	O=C(CCc1ccccc1)Nc1cccc([N+](=O)[O-])c1	-8	-1.2%
29	COc1ccccc1NC(=S)N/N=C/c1cccc(C)c1	11	-2.9%
30	N/C(=N\c1nc2ccccc2o1)NC(=O)c1ccccc1	11	nt

Some of these compounds in order of molar mass, smallest number first:
no.	SMILES	Mtb RmlCD inh	M. tuberculosis GlmU
30	N/C(=N\c1nc2ccccc2o1)NC(=O)c1ccccc1	11	nt
4	CCCNCC(O)COc1ccccc1C(=O)CCc1ccccc1 (centres undefined)	nt	-2.8%
8	CCCc1nnc(SCC(=O)N2CCCCC2C)n1CC1CCCO1 (centres undefined)	-2	0.4%

Reprinted at random: four compounds from above, in no set order.
no.	SMILES	Mtb RmlCD inh	M. tuberculosis GlmU
29	COc1ccccc1NC(=S)N/N=C/c1cccc(C)c1	11	-2.9%
30	N/C(=N\c1nc2ccccc2o1)NC(=O)c1ccccc1	11	nt
5	COc1ccc(NC(=O)CSc2n[nH]c(N)n2)cc1OC	13	5.5%
15	Cc1ccc(C(=O)Cn2nnc(-c3cccs3)n2)cc1	nt	0.5%

Additional compounds.
no.	SMILES	Mtb RmlCD inh	M. tuberculosis GlmU
31	CNC(=O)CCCCC(=O)N/N=C/c1ccc(Cl)cc1Cl	-2	3.2%
32	C=CCC1S/C(=N/N=C/c2cccs2)NC1=O (centres undefined)	8	1.0%
33	CN1CCC(O)(c2ccc(Cl)cc2)C(C(=O)c2ccc(Cl)cc2)C1 (centres undefined)	-11	-0.4%
34	Cc1ccc(NC(=O)C(C)NC(=O)OCc2ccccc2)cc1C (centres undefined)	10	-4.3%
35	Cn1nc(OC(=O)Nc2ccc(Cl)cc2)cc1C(F)(F)F	-6	-2.0%
36	Cc1cnc(NC(=O)c2cncc(Br)c2)s1	-2	-1.2%
37	CCCc1ccc(-c2cc(N)n[nH]2)cc1	-9	-1.2%
38	CS(=O)(=O)N1CCN(S(=O)(=O)c2ccccc2[N+](=O)[O-])CC1	-10	-3.1%
39	CC1=NN(S(=O)(=O)c2ccc(Cl)cc2Cl)C(=O)c2ccccc2O1	3	0.2%
40	O=C1OC(Nc2ccc(F)cc2F)c2ccccc21 (centres undefined)	-9	-2.5%
41	CCOCCOC(=O)c1cccc(NC(=O)OCC)c1	-3	-1.5%
42	COCCSc1ccccc1C(=O)Nc1cc(C)cc(C)c1	-14	-3.4%
43	COCCN(C(=O)CSc1nnc(C)n1Cc1ccccc1)c1c(N)n(Cc2ccccc2)c(=O)[nH]c1=O	9	1.8%
44	CCOC(=O)c1ccccc1NC1CC(=O)N(c2ccccc2C)C1=O (centres undefined)	0	4.7%
45	Brc1ccc(C2=Nn3c(Cn4nnc5ccccc54)nnc3SC2)cc1	10	0.9%
46	O=C(O)c1cccc(NC(=S)NC(NC(=O)c2cccc([N+](=O)[O-])c2)C(Cl)(Cl)Cl)c1 (centres undefined)	2	5.8%
47	CN(C)C(CNC(=O)Cc1ccc([N+](=O)[O-])cc1)c1ccccc1 (centres undefined)	-9	-0.5%
48	NC(=O)c1c(NC(=O)Cn2nc(C(=O)O)c3ccccc3c2=O)sc2c1CCC2	8	-5.8%
49	Fc1ccc(/C=N/NC2=Nc3cccc4cccc2c34)cc1	3	0.1%
50	CC(=O)Nc1ccc(C(=O)N2CC(=O)NC(=O)C2)cc1	nt	2.4%
51	COC(=O)c1ccccc1NC(=O)CN1CCC(NC(=O)c2ccc(C)cc2)CC1	25	-2.6%
52	O=C(CNS(=O)(=O)c1ccc(F)cc1)N1CCN(c2ccccc2)CC1	7	-2.2%
53	CCOC(=O)Cc1csc(NC(=O)Nc2ccc(C)cc2)n1	10	-3.3%
54	Cn1c(=O)c2c(nc(N/N=C/c3ccc(OC(=O)c4ccco4)cc3)n2Cc2ccccc2Cl)n(C)c1=O	2	5.0%
55	Cc1ccc(-c2c[n+](CC(=O)N3c4ccccc4Sc4ccccc43)c3n2CCC3)cc1	8	-3.1%
56	COc1cccc(N(C(=O)C2CSC(=O)C2)C(C(=O)NC(C)(C)C)c2ccncc2)c1 (centres undefined)	6	0.3%
57	COc1ccc(C)cc1NC(=O)CN(C)S(=O)(=O)c1cccs1	-3	5.1%
58	COc1cc2ccc(=O)oc2c(O)c1OCC=C(C)C	-2	-3.0%
59	CCN(CC)S(=O)(=O)c1cc(NC(=O)c2ccc(Br)s2)ccc1C	-12	-8.6%
60	C[n+]1ccn(CC(=O)c2ccc(Cl)cc2)c1	7	7.3%

Compound profiles, as listed above. Order of screens: Mtb RmlCD inh	M. tuberculosis GlmU
CN(C)C(CNC(=O)Cc1ccc([N+](=O)[O-])cc1)c1ccccc1 (centres undefined) as listed: -9	-0.5%
Cn1nc(OC(=O)Nc2ccc(Cl)cc2)cc1C(F)(F)F as listed: -6	-2.0%
CNC(=O)CCCCC(=O)N/N=C/c1ccc(Cl)cc1Cl as listed: -2	3.2%
Fc1ccc(/C=N/NC2=Nc3cccc4cccc2c34)cc1 as listed: 3	0.1%
C[n+]1ccn(CC(=O)c2ccc(Cl)cc2)c1 as listed: 7	7.3%

(list continues)
no.	SMILES	Mtb RmlCD inh	M. tuberculosis GlmU
61	COc1cc(OC)cc(-c2n[nH]c(=S)n2-c2ccc3c(c2)OCCO3)c1	4	-1.4%
62	Cc1ccc(COc2coc(CO)cc2=O)cc1	15	-6.3%
63	CC1CCN(C(=O)CSc2nc3[nH]ncc3c(=O)[nH]2)CC1	-9	-4.1%
64	Cn1c(SCC(=O)N2CCCc3ccccc32)nnc1-c1ccccc1	0	1.0%
65	CCN(CC)c1ccc(/C=N/NC(=O)c2c[nH]c3ccccc23)cc1	nt	0.7%
66	Cc1ccc(OCC(=O)NNC(=O)c2cc3ccccc3o2)cc1C	nt	-1.4%
67	O=C(O)CCc1ccc(-c2cccs2)n1NC(=O)c1ccccc1Br	7	6.3%
68	CC1(C)NC(=O)N(CCOCCOc2ccccc2-c2ccccc2)C1=O	nt	0.4%
69	CCOc1nnnc2c1sc1nc(N3CCOCC3)c3c(c12)CCCC3	nt	-0.9%
70	CCN=C(Nc1cccc(F)c1)SC1CC(=O)N(c2ccc(OC)cc2)C1=O (centres undefined)	-3	-5.4%
71	Cc1[nH]n(-c2ccccc2)c(=S)c1C=Nc1ccc([N+](=O)[O-])cc1	-10	-1.6%
72	CC(=O)Nc1ccc(S(=O)(=O)NCC2CCC(C(=O)N3CCN(c4ccccn4)CC3)CC2)cc1 (centres undefined)	5	-0.6%
73	Cc1ccc(N2C(=O)CC(c3ccsc3)C3=C2CC(C)(C)CC3=O)cc1 (centres undefined)	7	2.5%
74	COc1cc(/C=C2\SC(=S)N(N(C)c3ccccc3)C2=O)ccc1O	25	0.7%
75	COc1ccc(/C(O)=C2/C(=O)C(=O)N(CCN(C)C)C2c2ccc(OC)c(OC)c2)c(C)c1 (centres undefined)	7	2.2%
76	Cc1cccc(NC(=S)Nc2ccc3cn[nH]c3c2)c1	2	-0.8%
77	CCOc1ccc2nc(NC(NC(=O)CC)(C(=O)OC)C(F)(F)F)sc2c1 (centres undefined)	-6	12%
78	COc1cc(OC)c(NC(=O)CCc2nc(-c3cccs3)no2)cc1Cl	-2	-1.8%
79	COc1cccc(C(=O)NN2c3ccccc3CCc3ccccc32)c1	-13	-1.2%
80	O=C(N/N=C/c1ccccn1)c1ccc(N/N=C/c2ccccn2)cc1	-8	-3.0%
81	NS(=O)(=O)c1ccc(N2N=C(c3ccc(Br)cc3)CC2c2ccc(F)cc2)cc1 (centres undefined)	7	0.3%
82	O=C(NCc1ccccn1)C(=O)C1C(=O)Nc2ccccc21 (centres undefined)	4	2.6%
83	c1ccc(Oc2cc(-c3ccccc3)nc(-c3ccccc3)n2)cc1	nt	2.4%
84	O=C(CC12CC3CC(CC(C3)C1)C2)NCc1ccco1	14	3.1%
85	O=C(COc1cccc(Br)c1)NN=C1c2ccccc2-c2ccccc21	6	1.8%
86	CC(NC(=O)C1CCCN1C(=O)OCc1ccccc1)c1ccccc1 (centres undefined)	4	4.7%
87	Cc1ccc(OCCOc2cccc3ccc(C)nc23)c([N+](=O)[O-])c1	8	-4.0%
88	CC1(C)CC(=O)C2=C(C1)NC1=C(C(=O)c3ccccc31)C2c1cccnc1 (centres undefined)	6	-1.8%
89	COc1ccccc1NNC(=O)C(O)(c1ccccc1)c1ccccc1	nt	5.3%
90	Cc1ccc(N/C=C2\C(=O)C3(C)CCC2C3(C)C)cc1C (centres undefined)	-1	1.9%
91	Cc1ccc(C(=O)N/N=C/c2cc(C)n(-c3ccc(Br)cc3)c2C)cc1[N+](=O)[O-]	1	2.8%
92	COC(=O)c1c(C)n(Cc2ccco2)c2ccc(O)cc12	nt	-0.6%
93	Cc1cccc(C(=O)Nc2ccc(O)c3c(=O)cc(-c4ccccc4Cl)oc23)c1	nt	2.7%
94	COc1ccc(N=C(C)c2c(O)n(C3CCCCC3)c(=O)[nH]c2=O)c(OC)c1	3	1.7%
95	Cc1cc(C)cc(C(=O)NC(=S)Nc2ccc3[nH]c(=O)[nH]c3c2)c1	4	3.4%
96	O=C(NCCc1ccccc1)C(=O)NCC1CCCO1 (centres undefined)	nt	5.9%
97	CCS(=O)(=O)N1CCN(Cc2nc3ccccc3c(=O)[nH]2)CC1	-1	-1.0%
98	COC(=O)c1[nH]c2cc(OC)ccc2c1NC(=O)c1ccc2c(c1)OCO2	11	1.9%
99	O=C(c1ccc(N2CC3CC(C2)c2cccc(=O)n2C3)c([N+](=O)[O-])c1)N1CCCC1 (centres undefined)	22	7.6%
100	COCc1cc(C)nc2sc(C(=O)OC(C)C)c(N)c12	-15	3.0%
101	CCOC(=O)N1CCC(Nc2c(N3CCN(c4cccc(C(F)(F)F)c4)CC3)c(=O)c2=O)CC1	nt	1.6%
102	Cc1ccc(C)n1-c1sccc1C(=O)O	4	47µM*
103	C/C(=N/N=C1/NC(=O)CC(C(=O)Nc2ccccc2)S1)c1cccs1 (centres undefined)	4	9.3%
104	COc1ccc(CC2c3cc(OC)c(OC)cc3CCN2C)cc1O (centres undefined)	nt	0.4%
105	Cn1c(-c2c(N)n(CCc3ccccc3)c3nc4ccccc4nc23)nc2ccccc21	nt	0.5%
106	Cc1cc(NC(=O)c2oc3ccccc3c2C)ccc1-n1cnnn1	-8	-0.2%
107	COCc1nn2c(N)c(C#N)cnc2c1-c1ccccc1	10	-0.3%
108	CC(=O)OC1(c2ccc(C)cc2)CN2CCC1c1ccccc12 (centres undefined)	26	1.6%
109	O=C(CCNC(=O)c1ccccc1Cl)Nc1ccc2c(c1)OCO2	nt	-0.9%
110	COc1ccccc1CC(=O)Nc1cccc2c1CCCC2	-6	1.8%
111	CCCC(=O)Nc1sc(C)c(-c2ccc(C(C)CC)cc2)c1C#N (centres undefined)	2	-1.0%
112	CCc1nc2ccccc2c(=O)n1NC(=O)c1c(O)c2ccccc2[nH]c1=O	3	-1.4%
113	CN(C)c1cccc2c(C=C(C#N)C#N)ccc(N(C)C)c12	19	0.1%

High-throughput results from PubChem BioAssay.

An excerpt. The share of hits here may be higher or lower than overall.
